Screens: PubChem BioAssay, National Center for Advancing Translational Sciences (NCATS)
DRD3 agonist = agonists of human D3 dopamine receptor. P35462. D3R DiscoveRx beta-arrestin cells, luminescence, 90 min. max activation, %. 410,000 compounds, 0.58% hits. AID 652048; in the data active = max activation above about 30%; also: 0% is about no effect; mostly tested at two doses, the higher about 12 µM
Target sequence (P35462 whole entry, looked up): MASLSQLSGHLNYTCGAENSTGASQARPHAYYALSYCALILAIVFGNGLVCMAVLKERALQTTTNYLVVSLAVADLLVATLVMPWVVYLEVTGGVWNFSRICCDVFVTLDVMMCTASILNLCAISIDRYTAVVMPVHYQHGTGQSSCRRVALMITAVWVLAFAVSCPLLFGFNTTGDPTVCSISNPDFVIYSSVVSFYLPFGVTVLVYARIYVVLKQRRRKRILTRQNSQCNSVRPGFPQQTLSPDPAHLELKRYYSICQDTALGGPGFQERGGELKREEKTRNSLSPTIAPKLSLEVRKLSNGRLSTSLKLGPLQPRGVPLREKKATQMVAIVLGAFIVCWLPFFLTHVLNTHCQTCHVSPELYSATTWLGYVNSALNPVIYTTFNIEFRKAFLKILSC
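Cells at 1500/well, incubated overnight, then treated with pinned compounds (dopamine as control) for 90 min at 37 degrees C. DiscoveRx reagent added for 30 - 60 minutes at room temperature; luminescence read.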
KB-V1 MDR tox = kills drug-selected multidrug resistant KB-V1 cells; Potency, µM (top dose mostly 46.1 µM), for inactives: at the highest dose activity change, negative = cytotoxicity, usual class: cytotoxic; 400,000 compounds, 3.4% hits; KB-V1 MDR cells viability, CellTiter-Glo, 72 h; AID 1347076; also: potency is read from the fitted curve at half-maximal effect; % is scaled to controls: 0 for no effect and ±100 for the full control effect; nearly all actives have a fitted effect of over 60% in size
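KB-V1 MDR subline cells in DMEM (phenol-red free, 10% FBS) exposed to compounds in qHTS concentration series for 72 h at 37 degrees C. Viability read by CellTiter-Glo luminescence; concentration-effect curves fitted after normalization and correction.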
HT1080-NT tox = kills 2HG-producing HT-1080-NT fibrosarcoma cells; AID 686970; Potency, µM (titrated, usually from 46.1 µM), for the others: at the highest dose activity, negative = less viability, hits mostly cytotoxic; 360,000 compounds, 1.6% hits; HT-1080-NT fibrosarcoma viability, CellTiter-Glo ATP luminescence, 48 h;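 also: NT is the 2HG producing partner of a matched IDH1 knockdown line; potency is read from the fitted curve at half-maximal effect; 0% = DMSO-treated cells and -100% = media-only wells without cells; nearly all actives have a fitted effect of over 55% in size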
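Viability by CellTiter-Glo luminescence after 48 h compound exposure at 37C of HT-1080-NT cells (750/well, RPMI, 5% FBS). % activity scaled between DMSO wells and medium-only wells, then curve-fitted and categorized by curve class.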
HT1080 IDH1KD tx = kills HT-1080 cells with IDH1 knockdown; HT-1080 IDH1 knockdown viability, ATP luminescence, 48 h; Potency, µM (highest dose often 46.1 µM), for the others: top-dose activity, negative = toxicity, usual class: cytotoxic; 360,000 compounds, 2% hits; AID 686971;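 also: potency is read from the fitted curve at half-maximal effect; 0% = DMSO wells and -100% = cell-free medium wells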
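Viability of IDH1-knockdown HT-1080 fibrosarcoma cells was assessed by CellTiter-Glo after 48 h at 37 °C with titrated compound; concentration-effect curves were classified by fit quality and response size.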
KB-3-1 tox = kills parental KB-3-1 adenocarcinoma cells; KB-3-1 viability, CellTiter-Glo ATP luminescence, 72 h; Potency, µM (doses to about 46.1 µM), for the others: at the highest dose activity change, negative = cytotoxic, most hits filed as cytotoxic; 400,000 compounds, 1.4% hits; AID 1347075; also: potency is read from the fitted curve at half-maximal effect; % is scaled to controls: 0 for no effect and ±100 for the full control effect; nearly all actives have a fitted effect of over 60% in size
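KB-3-1 parental drug-naive adenocarcinoma cells in DMEM/10% FBS, incubated 72 h at 37 C with pin-transferred compounds across a concentration series. Viability by CellTiter-Glo luminescence; concentration-response curves fitted after normalization.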
GLP1R cytotox = cytotoxic in the GLP-1 receptor inverse agonist counter-screen | HEK293 cAMP-luciferase reporter cells, luminescence, 24 h | Potency, µM (series often up to 38.3 µM), for the others: at the highest dose activity change, negative = inhibition, most hits filed as inhibitors | 410,000 compounds, 0.13% hits;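 also: loss of luciferase light is scored as toxicity; potency is read from the fitted curve at half-maximal effect; % is scaled to controls: 0 for no effect and ±100 for the full control effect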
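MLSMR compounds, 24 hr on cells at 37 deg C/5% CO2; luminescence after luciferase reagent (12 min RT). Inhibition counted as the undesired cytotoxic outcome.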
IL-1B inflam inh = blocks inflammasome-driven IL-1 beta release. THP-1 LPS/ATP IL-1B secretion, AlphaLISA, 16 h; active compounds read low. 360,000 compounds, 4.7% hits. activity change, % at 57.5 µM; in the data active = activity change below about -50%; inconclusive = mostly about -30% to -49%; also: % is scaled to controls: 0 for no effect and ±100 for the full control effect
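THP-1 cells pretreated 1 hr with compounds (up to 57.5 uM final), then stimulated with LPS (250 ng/mL final) plus ATP (1.25 mM final); secreted IL-1B measured by AlphaLISA after 16 hr, decreased signal indicating inhibition.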
SW480 rereplic = inducers of DNA re-replication in SW480 colon cancer cells; SW480 DNA re-replication, Hoechst DNA content imaging, 48 h; Potency, µM (titrated, usually from 46.1 µM), for inactives: top-dose re-replication activation, actives largely listed as activators; 340,000 compounds, 1.8% hits; AID 624297; also: potency is read from the fitted curve at half-maximal effect; % of control where 0% means no effect; nearly all actives have a fitted effect of over 55% in size
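Treated cells incubate 48 hr (37 C, 5% CO2), are stained 40 min with Hoechst, and nuclear fluorescence is enumerated; a rise in nuclei with high DNA signal marks re-replication.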
MCF10A rereplic = DNA re-replication induction in MCF 10a cells. AID 624296. MCF 10A DNA re-replication, Hoechst nuclear intensity, 48 h. 350,000 compounds, 2.9% hits. Potency, µM (titrated, usually from 46.1 µM), for the others: at the top dose activity, positive = re-replication, hits mostly activators; also: potency is read from the fitted curve at half-maximal effect; % of control where 0% means no effect; nearly all actives have a fitted effect of over 50% in size
Numbers without * were called inactive; ? = inconclusive; . = not tested or not shown; & = joins results of further samples; [ ] = another dose, or the depositor's remark. Unless noted, calls follow the shape of the dose curve; as a rule, active = well fitted curve in the direction sought with a large enough effect; inconclusive = small, poorly fitted or top-dose-only effect, or another doubt; inactive = no such curve, though single readings can be large; an effect the other way counts as inactive or inconclusive.

SMILES	DRD3 agonist	KB-V1 MDR tox	HT1080-NT tox	HT1080 IDH1KD tx	KB-3-1 tox	GLP1R cytotox	IL-1B inflam inh	SW480 rereplic	MCF10A rereplic
CCNC(=S)N/N=C/c1ccc(OCCOc2ccccc2C)cc1	6	-9%	?	-29%	-11%	9%	-1	7%	?
COc1ccc(S(=O)(=O)Cc2ccc(C(=O)N3CC(C)CC(C)C3)o2)cc1 (stereo not drawn)	-3	-3%	?	6%	-16%	-15%	-15	-2%	19%
Cc1cccc(C(=O)NCCCNC(=O)c2ccc(C)nc2)c1	-7	-7%	10%	9%	-8%	1%	31	-22%	-15%
O=C(c1cccs1)N1CCN(Cc2nc(-c3ccccc3)no2)CC1	1	7%	-10%	-12%	-4%	-5%	26	.	.
Cc1cc(C)c(S(=O)(=O)c2cccc(Cl)c2)c(Cl)n1	-1	16%	-1%	-2%	?	24%[7.66 µM]	4	0%	-2%
CCOC(=O)C(C(=O)NCCCN1CCOCC1)C1CCCCC1 (stereo not drawn)	-2	-2%	0%	-1%	3%	2%	-5	-1%	1%
CCOC(=O)c1c(NC2=NS(=O)(=O)c3ccccc32)sc2c1CCC(C)C2 (stereo not drawn)	-6	-18%	15%	17%	7%	7%	2	4%	10%
COc1ccc(NC(=O)c2ccc(NC(=O)CN3CCN(c4ccccc4)CC3)cc2)cc1	-1	?	-1%	0%	?	6%	0	.	.
CCOc1ccc(CCNc2nc3c(-c4ccc(C)cc4)nnn3c3ccccc23)cc1OCC	7	0%	.	.	2%	-5%	.	.	.
Cc1ccccc1CC1(CO)CCCN(Cc2ccn[nH]2)C1 (stereo not drawn)	2	-20%	-13%	-1%	0%	-3%	-7	-13%	1%
NC(=O)c1ccsc1NC(=O)C1CCCN1S(=O)(=O)c1ccc(Cl)cc1 (stereo not drawn)	4	-12%	8%	0%	3%	-22%	0	1%	1%
C[C@H](CO)N1C[C@H](C)[C@@H](CN(C)Cc2ccccc2)Oc2c(NC(=O)C3CC3)cccc2C1=O	-9	?	-6%	-4%	0%	9%	0	-1%	32%
O=C(OC1CC2CC1[C@H]1CCCCN1C2=O)N1CCCCC1 (stereo partly drawn)	6	0%	15%	1%	0%	0%	22	.	.
Cc1cccc(/N=C/C2=C(O)CC(C)(C)CC2=O)n1	6	6%	-2%	1%	-9%	0%	29	-13%	-1%
CSc1ncc(Cl)c(C(=O)Nc2cccc(C)c2)n1	-18	?	-8%	-8%	-7%	12%	-7	70%	15%
Cc1ccc(S(=O)(=O)Nc2c(C)cc([N+](=O)[O-])cc2C)cc1	2	3%	-2%	0%	3%	-10%	0	-4%	-3%
COc1cc(C)ccc1OCCSc1nnc(-c2cccs2)o1	1	-14%	.	.	-27%	8%	.	.	.
COc1ccc(/C=C(/C(=O)NCc2ccccc2)c2ccccc2)cc1	-2	-4%	0%	1%	-5%	-15%	-8	?	6%
COc1ccc(OC)c(CN2CCN(S(=O)(=O)c3ccccc3)CC2)c1	-11&-18	-12%&1%	2%	7%	0%&-1%	7%&2%	25	0%	2%
Cc1cccc(N2CCN(C(=S)NC3CCCCC3)CC2)c1C	-1	9%	-3%	-6%	-11%	4%	0	3%	20%
COc1cc(Cl)c(C)cc1NC(=O)CC1CCCC1	7	-21%	-6%	0%	-1%	5%	-4	-3%	20%
O=C(CP(=O)(c1ccccc1)c1ccccc1)Nn1cnnc1	0	15%	17%	20%	0%	-7%	13	-4%	-15%
Cc1[nH]c(=O)c(C#N)c2c1COC(C)(C)C2	-11	10%	-4%	-5%	13%	25%	-6	-4%	?
CN(C)S(=O)(=O)c1ccc(Cl)c(C(=O)NC2CCCCCCC2)c1	-2	?	2%	?	-5%	-3%	-4	3%	14%
CCCS(=O)(=O)N1CCN(C(=O)c2ccc(-c3ccccc3)cc2)CC1	2	?	-17%	-22%	0%	-18%	?	0%	?
C[C@@H]1NC(=O)/C(=C\c2ccccc2Cl)NC1=O	-6	0%	13%	21%	4%	-5%	-12	-5%	0%
COc1ccccc1/C=C/C=N/n1c(C2CCCCC2)n[nH]c1=S	-9	?	-10%	-27%	7%	3%	-3	1%	?
CCCc1ccc(OCC(O)CN2CCc3ccccc3C2)cc1 (stereo not drawn)	-19	2%	-14%	-12%	0%	-8%	-14	1%	?
CN(C)Cc1ccc(F)cc1Sc1cc(Cl)ccc1Cl	-6	-6%	-11%	-6%	?	?	4	7%	?
Cc1cc([N+](=O)[O-])ccc1NC(=O)C[n+]1ccc(N(C)C)cc1	-11	?	17%	-23%	?	0%	5	-24%	5%
COc1ccccc1NC(=O)c1nn(-c2ccccc2)ccc1=O	2	0%	16%	10%	6%	6%	?	-3%	?
CCOC(=O)c1ccccc1NC(=O)C1CC(=O)N(C2CCCCC2)C1 (stereo not drawn)	1	-13%	10%	14%	-7%	-13%	-24	4%	-4%
Cc1ccc2c(c1)C1CN(C)CCC1N2C(=S)NC(=O)c1ccc(Br)cc1 (stereo not drawn)	-20	8%	1%	-26%	?	?	0	14%	9%
Cc1ccc(NC(=O)COC(=O)c2cccnc2Cl)cc1S(=O)(=O)N1CCOCC1	28	-10%	-1%	-1%	-3%	16%	7	-7%	18%
CC1CCCCC12NC(=O)N(CC(=O)Nc1nccs1)C2=O (stereo not drawn)	4	26%	9%	-2%	22%	0%	24	0%	-40%[inhibitor]
COc1ccc(CCNC(=O)CCn2c(=O)oc3ccccc32)cc1	3	2%	1%	10%	3%	-14%	2	1%	0%
C#CC[N+](C)(C)CCCCCCCCCCCC	-8	2%	10µM*	12µM*	2.1µM*	15%	-88*	12µM*	26µM*
CN(NC1OC(=O)c2ccccc21)c1c([N+](=O)[O-])cc(C(F)(F)F)cc1[N+](=O)[O-] (stereo not drawn)	2	22%	-3%	-8%	3%	-26%	16	-9%	-4%
O=C(Nc1nonc1-c1ccc(Br)cc1)c1ccco1	4	8%	.	.	-22%	-2%	.	.	.
Cc1ccc(C(=O)c2cc([N+](=O)[O-])ccc2N2CCCCC2)cc1	-8	?	0.82µM*	0.92µM*	-7%	-15%	7	0.58µM*	?

An excerpt of these results, as comma-separated lines.
Compound,DRD3 agonist,KB-V1 MDR tox,HT1080-NT tox,HT1080 IDH1KD tx,KB-3-1 tox,GLP1R cytotox,IL-1B inflam inh,SW480 rereplic,MCF10A rereplic
CCOC(=O)c1ccccc1NC(=O)C1CC(=O)N(C2CCCCC2)C1 (stereo not drawn),1,-13%,10%,14%,-7%,-13%,-24,4%,-4%
Cc1ccc2c(c1)C1CN(C)CCC1N2C(=S)NC(=O)c1ccc(Br)cc1 (stereo not drawn),-20,8%,1%,-26%,?,?,0,14%,9%
Cc1ccc(NC(=O)COC(=O)c2cccnc2Cl)cc1S(=O)(=O)N1CCOCC1,28,-10%,-1%,-1%,-3%,16%,7,-7%,18%
CC1CCCCC12NC(=O)N(CC(=O)Nc1nccs1)C2=O (stereo not drawn),4,26%,9%,-2%,22%,0%,24,0%,-40%[inhibitor]
COc1ccc(CCNC(=O)CCn2c(=O)oc3ccccc32)cc1,3,2%,1%,10%,3%,-14%,2,1%,0%
C#CC[N+](C)(C)CCCCCCCCCCCC,-8,2%,10µM*,12µM*,2.1µM*,15%,-88*,12µM*,26µM*
CN(NC1OC(=O)c2ccccc21)c1c([N+](=O)[O-])cc(C(F)(F)F)cc1[N+](=O)[O-] (stereo not drawn),2,22%,-3%,-8%,3%,-26%,16,-9%,-4%
O=C(Nc1nonc1-c1ccc(Br)cc1)c1ccco1,4,8%,.,.,-22%,-2%,.,.,.

Next section:
SMILES	DRD3 agonist	KB-V1 MDR tox	HT1080-NT tox	HT1080 IDH1KD tx	KB-3-1 tox	GLP1R cytotox	IL-1B inflam inh	SW480 rereplic	MCF10A rereplic
Cc1ccc(-n2nnnc2CNC(=O)c2ccc(Br)o2)cc1C	-4	-10%	4%	3%	0%	5%	4	-28%	-1%
O=S(=O)(NCCSc1ccccc1)c1cccs1	0	-20%	-2%	5%	-11%	2%	-8	-9%	29%
COCCN(C(=O)COC(=O)C1=COCCO1)c1c(N)n(Cc2ccccc2)c(=O)[nH]c1=O	8	?	6%	4%	-4%	-5%	-3	-8%	-2%
Cc1ccc(S(=O)(=O)N2CCN(C(=O)c3cc4c(s3)CCCC4)CC2)cc1	1	9%	0%	4%	13%	8%	4	-12%	0%
O=C(NCCCN1CCOCC1)C(=O)NCc1ccc(Cl)cc1	2	-4%	-3%	5%	-7%	0%[0.307 µM]	-7	-10%	10%
COc1cc2nc(N3CCCN(C)CC3)nc(NC3CCN(Cc4ccccc4)CC3)c2cc1OC	.	?	10µM*	7.1µM*	?	.	.	.	.
CC(C)C1Cc2c(sc(NC(=S)NC(=O)c3ccccc3)c2C#N)CO1 (stereo not drawn)	3	-2%	7%	6%	6%	4%	9	15%	23%
O=C(CN1C(=O)C2CC=C(Cl)CC2C1=O)NCc1ccccc1 (stereo not drawn)	5	24%	14%	19%	2%	2%	18	2%	-2%
Clc1ccc(OCCN2CCCCC2)c(Cl)c1	-32	4%	-4%	?	10%	-5%	-13	-1%	-5%
COc1cc(OC)cc(C(=O)OCC(=O)c2ccc(S(=O)(=O)N3CCCCC3)cc2)c1	-13	?	-6%	-3%	4%	-14%	-8	-4%	0%
